AID2073 = inhibitors of Mint1-CaV2.2 protein interaction, biochemical, HTRF (AID 2073) | HTRF protein-protein interaction, Mint1-CaV2.2; higher % means a stronger effect | inhibition, % at 20 µM, or IC50 in µM where a hit was titrated | 0.19% of 290,000 active; in the data active = inhibition mostly above about 51%, no sharp cut-off; note: some results filed as inactive read as strong as hits
KOR beta-arrestin-1 = KOR agonists, beta-arrestin recruitment, primary screen, cell-based, luminescence, uHTS (AID 1777); 0.02% of 280,000 active; activation, % at 10 µM; hits with a dose series show EC50 in µM; KOR beta-arrestin recruitment, luminescence; higher % means a stronger effect; in the data active = activation above about 50%, passing the limit was not always enough; note: a part of the inactive calls stands beside numbers as strong as those of hits
NOD1 NF-kB reporter = inhibition of NOD1-driven NF-kB reporter – cell-based, luminescence, uHTS, primary screen (AID 1578) | NOD1-driven NF-kB luciferase reporter cells, luminescence; higher % means a stronger effect | inhibition, % at 4 µM, or EC50 in µM where a hit was titrated | 1% of 290,000 active; in the data active = inhibition mostly above about 36%, no sharp cut-off; inactive = mostly below about 34%;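 note: HEK-293T reporter cells stimulated with the NOD1 agonist gamma-tri-DAP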
KOR beta-arrestin-2 = KOR antagonists, beta-arrestin recruitment, cell-based, luminescence, uHTS (AID 1778); KOR beta-arrestin recruitment, luminescence, antagonist mode; higher % means a stronger effect; inhibition, % at 10 µM; hits with a dose series show IC50 in µM; 0.091% of 290,000 active; note: strong numbers were not always called active
Dynein cargo inh = blocks dynein driven cargo transport along microtubules; 3617.4 mouse cells, GR-EGFP nuclear translocation imaging; test concentration mostly 20 µM; stimulated with dexamethasone, 1 µM; active compounds read low; AID 1381; z-score, hits read low; 0.47% of 220,000 active;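 active = plate z-score of nuclear minus cytoplasmic receptor signal below a set negative limit, without overly bright fluorescence or cell loss, cut at about -3.5 in these data, passing the limit was not always enough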;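 note: z-score of nuclear minus cytoplasmic ring GR-EGFP intensity difference per well; some compounds called inactive have numbers as strong as hits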
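Schedule: 48 h induction, then 1 h compound, then 30 min agonist, 37 °C. Buffer or medium: tetracycline-free induction medium containing charcoal-stripped FBS. Reagent: 1.0 µM final dexamethasone stimulus. Evaluation: nuclear versus cytoplasmic GR-EGFP signal, averaged per well. Signal: high-content fluorescence imaging after fixation.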
NOD2 inhibition = NOD2 signaling inhibitors, cell-based, luminescence, uHTS, HEK293 (AID 1566). HEK293 NOD2/NF-kB luciferase reporter, luminescence; higher % means a stronger effect. inhibition, % at 4 µM, or EC50 in µM where a hit was titrated. 0.63% of 290,000 active; note: many of its hits are not listed in these tables
P. falciparum M1AAP = P. falciparum M1AAP inhibitors, biochemical, fluorogenic H-Leu-NHMec substrate, 1536-well (AID 1445) | recombinant M1AAP, H-Leu-NHMec fluorogenic kinetic assay; higher % means a stronger effect | inhibition, % at 30 µM, or IC50 in µM where a hit was titrated | 0.42% of 220,000 active;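 active = primary inhibition above the hit cutoff, then over 50% inhibition at one or more dose response concentrations, cut at about 23% in these data, passing the limit was not always enough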;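 note: plate controls were DMSO full reaction for no effect and no enzyme background for full effect; strong numbers were not always called active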
P. falciparum M17LAP = P. falciparum M17LAP inhibitors, primary screen, biochemical, fluorogenic H-Leu-NHMec substrate, 1536-well (AID 1619); recombinant M17LAP, H-Leu-NHMec fluorogenic kinetic assay; higher % means a stronger effect; one-dose inhibition, % at 30 µM; IC50 in µM for titrated hits; 0.38% of 220,000 active;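 active = compound inhibiting the enzyme by more than half at any dose during confirmatory dose-response retesting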;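 note: plate controls were full reaction with DMSO carrier for no effect and no enzyme background for full effect; strong numbers were not always called active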
GPR55 beta-arrestin = selective activators of receptor GPR55 – imaging, U2OS cells, beta-arrestin-GFP redistribution, primary screen (AID 1961) | U2OS GPR55 beta-arrestin-GFP redistribution imaging; higher % means a stronger effect | activation, % at 10 µM; hits with a dose series show EC50 in µM | 0.048% of 290,000 active;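 active = activation above 40% with more than 50 cells counted in the well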;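 note: U2OS osteosarcoma cells stably expressing GPR55 and beta-arrestin-GFP; plate controls were DMSO negative control for no effect and LPI positive control for full effect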
Dynein cargo inh cytoplasmic EGFP = recorded beside Dynein cargo inh, whose call it bears; z-score; measured here: cytoplasmic GR-EGFP intensity; active compounds read high
Dynein cargo inh nuclear GR-EGFP = also measured in Dynein cargo inh; calls as there; z-score; measured here: nuclear GR-EGFP intensity;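 lower value marks the stronger effect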
Dynein cargo inh cell count = recorded beside Dynein cargo inh, whose call it bears; z-score; measured here: cell count per field
Active calls of the source: *; / = no result given; [ ] = remark or other dose. Cut-off read from the data, not from the text of the source, unless noted: active = inhibition above about 50%; inactive = the rest. Not all compounds are listed; count on the stated rates, not on these rows.

SMILES	AID2073	KOR beta-arrestin-1	NOD1 NF-kB reporter	KOR beta-arrestin-2	Dynein cargo inh	Dynein cargo inh cytoplasmic EGFP	Dynein cargo inh nuclear GR-EGFP	Dynein cargo inh cell count	NOD2 inhibition	P. falciparum M1AAP	P. falciparum M17LAP	GPR55 beta-arrestin
Cc1nn(-c2ccccc2)c(N)c1-c1ccccc1	-7%	0.3%	-41%	24%	-0.45	-0.29	-0.28	1.2	-33%	2%	12%	-0.7%
Cn1nnc(NC(=O)c2ccccc2)n1	4%	2.0%	-18%	12%	-0.66	-0.26	-0.39	0.75	11%	-1%	-8%	-0.4%
O=C(CCn1c(=O)[nH]c2ccccc2c1=O)N1CCN(c2cccc(C(F)(F)F)c2)CC1	1%	2.4%	-17%	-46%	-0.23	-0.23	0.043	0.53	4%	3%	-1%	-0.1%
O=S(=O)(NC(=NC1CCCCC1)c1ccccc1)c1ccccc1	0%	-1.3%	-3%	5%	/	/	/	/	-26%	/	/	0.2%
CCn1c(CNc2ccc(Cl)cc2)nnc1SCc1ccc(Cl)cc1	-3%	2.8%	-53%	2%	2.1	0.038	1.1	0.25	12%	1%	-4%	0.1%
Cc1ccc(CN2CCN(Cc3cccn3-c3ccccn3)CC2CCO)o1 (stereo not drawn)	4%	-1.2%	-48%	2%	-0.81	-0.066	-0.27	0.32	-9%	0%	-6%	0.4%
Cc1c2c(n3c(nc4ccccc43)c1C#N)N(CCCN(C)C)CC2	11%	1.7%	-35%	-14%	1.2	-0.39	-0.042	-0.83	-9%	10%	-22%	-0.2%
CCOCCn1c(CN2CCCC(C)C2)nc2c1c(=O)n(C)c(=O)n2C (stereo not drawn)	11%	-4.6%	-5%	36%	-0.95	-0.8	-0.25	0.62	5%	4%	-5%	-0.1%
COc1ccc(S(=O)(=O)N2CCN(c3c(C)cccc3C)CC2)cc1OC	-7%	1.9%	28%	10%	0.25	0.18	0.41	0.047	22%	6%	-3%	-0.1%
O=C(N/N=C(\c1ccccc1)c1cccnc1)C(O)(c1ccccc1)c1ccccc1	6%	2.2%	21%	-15%	0.48	-0.21	-0.48	-0.22	4%	2%	11%	-0.1%
Cc1ccc(/C=C2/Sc3ccccc3N(CC(=O)NCC3CCCO3)C2=O)cc1 (stereo not drawn)	1%	4.2%	-4%	-31%	/	/	/	/	15%	/	/	0.0%
O=C(CSc1ccc2ccccc2n1)Nc1nsc(-c2ccc(Cl)cc2)n1	15%	11%	-24%	-3%	-0.23	-0.21	-0.26	-0.32	-13%	-1%	1%	0.6%
NC(=O)C1(N2CCCCC2)CCN(C(=O)c2ccccc2)CC1	-1%	-0.9%	-3%	25%	-0.19	-0.11	0.025	-0.17	11%	0%	-2%	-0.1%
COc1cc(C(=O)NC(=S)Nc2nccs2)cc(OC)c1OC	14%	-5.2%	-42%	38%	-0.27	-0.18	0.36	-0.49	7%	9%	7%	-0.3%
Nc1ccc(NC(=O)c2ccc(C(=O)Nc3ccc(N)cc3)cc2)cc1	35%	0.9%	0%	18%	1.4	-0.1	0.55	-2.2	16%	2%	-11%	-0.1%
CCc1ccc(OC)c(S(=O)(=O)NCCOc2ccccc2)c1	-7%	0.0%	-6%	4%	-0.45	-0.27	-0.34	0.42	2%	2%	-2%	-0.2%
CCc1ccc(NSc2ccccc2[N+](=O)[O-])cc1	-17%	0.7%	25%	-17%	1.3	-0.2	0.39	-1.3	5%	4%	-1%	-0.3%
O=C(c1ccccc1)c1ccccn1	48%	0.7%	-16%	-9%	0.16	-0.28	0.018	0.67	-6%	-3%	3%	-0.1%
COc1ccc(CC(=O)NNC2=Nc3cccc4cccc2c34)cc1	-4%	1.4%	4%	17%	-0.48	0.63	0.46	-0.15	6%	/	/	0.1%
NC(=O)COC(=O)CCCc1c[nH]c2ccccc12	-1%	-5.2%	0%	4%	0.5	-0.38	0.41	-0.72	17%	1%	8%	0.0%
CC(C)C[C@H](NC(=O)Nc1cccc(C(F)(F)F)c1)C(=O)O	-6%	-4.4%	1%	-16%	0.49	-0.21	0.52	0.3	10%	8%	33%	0.3%
COC(=O)c1ccccc1NC(=S)NC(NC(=O)c1ccco1)C(Cl)(Cl)Cl (stereo not drawn)	-33%	-0.3%	20%	16%	0.89	-0.48	0.73	-0.39	22%	-8%	20%	0.5%
CC(=O)c1cccc(NC(=O)N2C3CCC2CC(O)(c2cccnc2)C3)c1 (stereo not drawn)	23%	-0.6%	-13%	11%	-1	-0.049	-0.55	-0.14	5%	4%	3%	0.2%
O=C(Nc1nccs1)c1ccc(Br)cc1	-2%	0.0%	-34%	-22%[20 µM]	/	/	/	/	-49%	/	/	-0.1%
CC(C)(C)NS(=O)(=O)c1ccc(CCC(=O)NCc2ccco2)cc1	2%	-2.2%	-17%	16%	-0.28	-0.27	-0.19	0.19	12%	16%	1%	0.2%

Copied from above (2 entries):
SMILES	AID2073	KOR beta-arrestin-1	NOD1 NF-kB reporter	KOR beta-arrestin-2	Dynein cargo inh	Dynein cargo inh cytoplasmic EGFP	Dynein cargo inh nuclear GR-EGFP	Dynein cargo inh cell count	NOD2 inhibition	P. falciparum M1AAP	P. falciparum M17LAP	GPR55 beta-arrestin
COc1cc(C(=O)NC(=S)Nc2nccs2)cc(OC)c1OC	14%	-5.2%	-42%	38%	-0.27	-0.18	0.36	-0.49	7%	9%	7%	-0.3%
Nc1ccc(NC(=O)c2ccc(C(=O)Nc3ccc(N)cc3)cc2)cc1	35%	0.9%	0%	18%	1.4	-0.1	0.55	-2.2	16%	2%	-11%	-0.1%

Single records, as listed above. Values in the order: AID2073, KOR beta-arrestin-1, NOD1 NF-kB reporter, KOR beta-arrestin-2, Dynein cargo inh, Dynein cargo inh cytoplasmic EGFP, Dynein cargo inh nuclear GR-EGFP, Dynein cargo inh cell count, NOD2 inhibition, P. falciparum M1AAP, P. falciparum M17LAP, GPR55 beta-arrestin
COc1cc(C(=O)NC(=S)Nc2nccs2)cc(OC)c1OC is listed with 14%, -5.2%, -42%, 38%, -0.27, -0.18, 0.36, -0.49, 7%, 9%, 7%, -0.3%
Nc1ccc(NC(=O)c2ccc(C(=O)Nc3ccc(N)cc3)cc2)cc1 is listed with 35%, 0.9%, 0%, 18%, 1.4, -0.1, 0.55, -2.2, 16%, 2%, -11%, -0.1%

The list goes on.
SMILES	AID2073	KOR beta-arrestin-1	NOD1 NF-kB reporter	KOR beta-arrestin-2	Dynein cargo inh	Dynein cargo inh cytoplasmic EGFP	Dynein cargo inh nuclear GR-EGFP	Dynein cargo inh cell count	NOD2 inhibition	P. falciparum M1AAP	P. falciparum M17LAP	GPR55 beta-arrestin
O=C(Oc1cccc(Nc2ncnc3ccccc23)c1)c1ccccc1Cl	15%	2.7%	36%	-27%	0.19	-0.19	-0.21	-0.16	-186%	17%	4%	-0.3%
CCS(=O)(=O)N1CCN(c2ccc(S(=O)(=O)N3CCOCC3)cc2)CC1	10%	3.6%	-2%	25%	0.82	-0.16	0.45	-0.49	6%	6%	-17%	-0.5%
CSc1ccccc1OCc1cc(C(=O)NC(C)Cn2cncn2)no1 (stereo not drawn)	1%	11%	-33%	-23%	/	/	/	/	-11%	/	/	-0.1%
O=C(Nc1cccc2ncccc12)c1ccc([N+](=O)[O-])o1	-2%	-4.2%	8%	4%	/	/	/	/	25%	/	/	0.9%
Cc1cc(N2CCN(Cc3nc(-c4ccc(F)cc4)oc3C)CC2)cc(C)n1	-12%	4.9%	1%	-20%	-0.81	0.043	-0.25	0.72	7%	2%	2%	-0.3%
CCNC(=S)NNC(=O)Cc1ccccc1	-3%	2.0%	-7%	-11%	-1.5	-0.22	-1.1	0.45	12%	1%	-3%	0.0%
COC(=O)C1CCN(C(=O)N2CCOCC2)CC1	8%	0.9%	6%	-25%	-0.8	-0.19	-0.098	0.52	10%	-4%	-5%	-0.2%
C=CCn1sc(=N)c(C#N)c1N	-2%	-1.6%	7%	14%	-0.57	-0.17	0.17	0.59	14%	1%	2%	0.2%
CC(C)c1nc(SCc2c(F)cccc2Cl)c2c(=O)n(C)c(=O)n(C)c2n1	-1%	-5.1%	0%	21%	-0.18	-0.19	0.18	0.36	4%	2%	5%	0.2%
CCOc1ccc(C(=O)Nc2ccc(CN3CCOCC3)cc2)cc1Cl	2%	-4.9%	-28%	-15%[20 µM]	/	/	/	/	24%	/	/	-0.1%
COc1cc(C(=O)OCC(C)=O)c([N+](=O)[O-])cc1OC	-8%	-2.0%	-28%	-36%	-0.041	-0.067	0.054	-0.82	0%	-3%	-1%	0.3%
CC(C)N(CCc1ccncc1)C(=O)Nc1ccc(Cl)c(Cl)c1	-5%	-9.7%	7%	-30%	-0.43	-0.22	-0.12	0.19	5%	-6%	-5%	-0.1%
COc1ccc(CCNC(=O)CCCCCNC(=O)N2CCn3c2nc2ccccc23)cc1OC	-2%	/	-9%	/	/	/	/	/	-5%	/	/	-0.1%
NS(=O)(=O)c1ccc(NC(=S)NCc2ccc(Cl)cc2)cc1	-60%	0.4%	4%	-4%	0.054	-0.21	-0.68	-0.47	1%	0%	-12%	0.0%

Given with values under each structure: entries from further up.
Under each structure – AID2073	KOR beta-arrestin-1	NOD1 NF-kB reporter	KOR beta-arrestin-2	Dynein cargo inh	Dynein cargo inh cytoplasmic EGFP	Dynein cargo inh nuclear GR-EGFP	Dynein cargo inh cell count	NOD2 inhibition	P. falciparum M1AAP	P. falciparum M17LAP	GPR55 beta-arrestin
CC(C)C[C@H](NC(=O)Nc1cccc(C(F)(F)F)c1)C(=O)O
    -6%	-4.4%	1%	-16%	0.49	-0.21	0.52	0.3	10%	8%	33%	0.3%
O=C(N/N=C(\c1ccccc1)c1cccnc1)C(O)(c1ccccc1)c1ccccc1
    6%	2.2%	21%	-15%	0.48	-0.21	-0.48	-0.22	4%	2%	11%	-0.1%
COc1cc(C(=O)NC(=S)Nc2nccs2)cc(OC)c1OC
    14%	-5.2%	-42%	38%	-0.27	-0.18	0.36	-0.49	7%	9%	7%	-0.3%
NC(=O)COC(=O)CCCc1c[nH]c2ccccc12
    -1%	-5.2%	0%	4%	0.5	-0.38	0.41	-0.72	17%	1%	8%	0.0%

Screens from PubChem.
